From PubChem BioAssay
Coupling enz – coupling enzyme interference in Giardia aldolase counter-screen | coupling enzyme system counterscreen, AmpLite Red fluorescence | activity change, negative = inhibition, % at 58.2 µM, hits read low | 290,000 compounds, 0.67% hits; in the data active = activity change below about -30%
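Counterscreen of the coupled detection system alone, without aldolase: glyceraldehyde-3-phosphate coupling enzymes plus AmpLite Red readout. Compounds at 57.5 uM final, 10 min RT preincubation, 20 min RT reaction, fluorescence 525/598 nm.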
KCNH2 WT inh – KCNH2 (human, wildtype) channel inhibition; Q12809; U2OS, BacMam KCNH2, thallium flux FluxOr; stronger effect = lower value; activity change, % at 1.84 µM; 340,000 compounds, 0.37% hits; AID 720551;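 active = maximum activity change below -70%; inconclusive = maximum activity change between -70% and -50%; inactive = maximum activity change above -50%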
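U2OS cells transduced with wild-type KCNH2 virus are loaded with FluxOr dye for 45 min, and thallium flux is measured in kinetic reads before and after stimulation buffer. Rate constants are normalized to DMSO controls.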
GALK inh – galactokinase (human) inhibition | P51570 | Purified GALK, Kinase-Glo residual ATP luminescence | Potency, µM (top dose mostly 57.5 µM), for the others: top-dose activity change, negative = inhibition, most hits filed as inhibitors | 270,000 compounds, 0.007% hits; note: potency is the fitted concentration of half-maximal effect
Target sequence (P51570 whole entry, looked up): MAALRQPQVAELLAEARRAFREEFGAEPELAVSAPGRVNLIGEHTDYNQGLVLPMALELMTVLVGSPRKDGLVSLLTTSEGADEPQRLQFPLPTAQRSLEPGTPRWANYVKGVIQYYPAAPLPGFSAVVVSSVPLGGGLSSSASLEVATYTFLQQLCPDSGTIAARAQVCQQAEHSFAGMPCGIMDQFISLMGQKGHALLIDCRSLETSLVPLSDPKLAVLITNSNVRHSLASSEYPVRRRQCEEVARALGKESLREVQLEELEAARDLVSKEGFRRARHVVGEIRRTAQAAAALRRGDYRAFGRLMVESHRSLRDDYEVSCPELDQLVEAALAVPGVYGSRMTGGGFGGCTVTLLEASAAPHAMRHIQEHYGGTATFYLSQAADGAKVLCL
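Kinase-Glo Plus luminescence measured ATP left after a 1 h room-temperature reaction. The reaction used 5 nM GALK, 100 uM galactose and 35 uM ATP at pH 8.0 (20 mM HEPES, 5 mM MgCl2, 60 mM NaCl, 1 mM DTT, 0.01% BSA).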
KCNH2 3.1 inh – KCNH2 3.1 (human) potassium channel inhibition; U2OS KCNH2 3.1, thallium flux FluxOr; stronger effect = lower value; activity change, % (tested at about 1.8 µM); AID 720553; 340,000 compounds, 0.95% hits;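 active = maximum activity change below -70%; inconclusive = maximum activity change from -70% to -50%; inactive = maximum activity change above -50%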;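 note: thallium influx rate constant from kinetic fluorescence after stimulation buffer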
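U2OS cells transduced with KCNH2 3.1 mutant virus (1.77 x 10^8 /mL, 4 h), plated overnight at 37 C, loaded 45 min with FluxOr dye plus Red40 quencher. Thallium flux rate constant from kinetic reads after stimulation buffer, normalised to controls.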
Chronic BCR inh – blocks chronic active B-cell receptor signaling; ABC-DLBCL IkBa-CBG/CBR reporter, luminescence ratio, 4 h; 340,000 compounds, 0.05% hits; AID 493014; Potency, µM (doses to about 46.1 µM), for inactives: at the top dose ratio change, negative = lower green/red ratio, usual class: inhibitors; active = well fitted inhibition curve with a large enough effect in the signal ratio, with a control signal flat, not every such curve was filed as active; inconclusive = small, poorly fitted or top-dose-only effect, or effect the other way, or a change in a side signal; the % refers to the signal ratio;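 note: potency is the fitted concentration of half-maximal effect; plate controls were basal doxycycline-induced cells for no effect and cells given 10 µM MG132 for full effect; MG132 reads +100%, hits lower the ratio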
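Doxycycline induced both beetle luciferases in TMD8 lymphoma cells; IKK-driven degradation limits the IkappaBalpha-fused green signal, while red luminescence normalises for cell number and nonspecific effects. Compounds tested up to 46 uM, 4 hrs.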
uPA generation – inhibitors of cell surface uPA generation; cell surface uPA generation assay, qHTS; Potency, µM (series often up to 38.3 µM), inactives show at the top dose activity change, negative = inhibition, hits mostly inhibitors; 330,000 compounds, 0.31% hits; active = well fitted inhibition curve with a large enough effect; inconclusive = small, poorly fitted or top-dose-only effect; inactive = no such curve, though single readings can be large or run the other way; tested in mouse RAW 264.7 cells; note: potency is the fitted concentration of half-maximal effect; nearly all actives have a fitted effect of over 55% in size
USP2a block – USP2a (human) protease inhibition | Potency, µM (doses to about 38.3 µM), inactives show at the highest dose activity change, negative = inhibition, usual class: inhibitors | USP2 core, Ub-CHOP2 coupled fluorogenic reporter, 485/531 | 330,000 compounds, 0.01% hits;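 note: potency is the fitted concentration of half-maximal effect; plate controls were DMSO wells for no effect and full inhibition by NEM control for full effect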
Target sequence (O75604 whole entry, looked up): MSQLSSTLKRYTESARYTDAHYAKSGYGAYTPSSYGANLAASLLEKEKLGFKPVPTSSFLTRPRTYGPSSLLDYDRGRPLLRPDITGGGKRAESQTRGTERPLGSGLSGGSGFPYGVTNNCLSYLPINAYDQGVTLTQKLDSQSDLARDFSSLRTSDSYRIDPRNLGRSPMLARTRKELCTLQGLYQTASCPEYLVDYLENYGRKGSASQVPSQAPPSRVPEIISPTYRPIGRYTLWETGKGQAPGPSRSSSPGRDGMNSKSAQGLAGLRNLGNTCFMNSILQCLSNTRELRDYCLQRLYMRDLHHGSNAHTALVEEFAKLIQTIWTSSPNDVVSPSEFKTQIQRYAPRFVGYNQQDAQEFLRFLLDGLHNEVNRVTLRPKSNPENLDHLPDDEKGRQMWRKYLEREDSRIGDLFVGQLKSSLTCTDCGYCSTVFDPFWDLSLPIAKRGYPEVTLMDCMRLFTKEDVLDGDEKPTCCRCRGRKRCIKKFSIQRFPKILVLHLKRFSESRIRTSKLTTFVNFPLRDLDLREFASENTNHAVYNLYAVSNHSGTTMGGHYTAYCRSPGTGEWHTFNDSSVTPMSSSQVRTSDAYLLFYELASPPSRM
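Deubiquitinase activity read as fluorescence (485/531 nm) after Ub-CHOP2 cleavage activates the enterokinase reporter on its substrate; USP2 core 10nM, Ub-CHOP2 and substrate 25nM each, 30min compound preincubation then 60min RT; data normalized to NEM, curves fitted.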
Eya2 phos inh – Eya2 (human) phosphatase inhibition; recombinant Eya2, OMFP fluorescence dephosphorylation (OMFP is methylfluorescein phosphate); Potency, µM (highest dose often 76.9 µM), for inactives: at the highest dose activity, negative = inhibition, usual class: inhibitors; 330,000 compounds, 0.006% hits; AID 488837; note: potency is the fitted concentration of half-maximal effect
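Eya2 protein (added as 0.2 uM solution) was preincubated with compound for 10 min at ambient temperature in 50 mM HEPES pH 7.5, 50 mM NaCl, 5 uM MgCl2, 0.05% BSA, 1 mM DTT. OMFP (added at 50 uM) then reacted 10 min; fluorescence read at 485/525 nm.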
Giardia kill – kills Giardia lamblia. Giardia lamblia trophozoite viability. AID 540267. activity change, % at 7.66 µM, hits read low. 340,000 compounds, 0.15% hits; in the data active = activity change below about -80%; inconclusive = between about -30% and that limit;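 note: parasites exposed to compound for two days anaerobically before the ATP read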
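Each well holds 100 Giardia trophozoites and compound. After two days (48 hrs) at 37 deg C in anaerobic conditions, ATP is quantified by luminescence.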
B2AR arrestin – agonists driving beta-arrestin recruitment to human beta2-adrenergic receptor. Potency, µM (top dose mostly 46.1 µM), for the others: top-dose activation, actives largely listed as activators. 330,000 compounds, 0.02% hits. P07550. beta-arrestin recruitment to beta2AR, cell-based reporter;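 note: potency is the fitted concentration of half-maximal effect; 0% = DMSO controls and full agonism = EC100 isoproterenol or metaproterenol; nearly all actives have a fitted effect of over 65% in size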
PKM2 act – increases activity of human pyruvate kinase M2. AID 1631. P14618. 260,000 compounds, 0.34% hits. purified PKM2, Kinase-Glo ATP luminescence, activation; response scale: 0% is enzyme alone, no compound. Potency, µM (titrated, usually from 57.5 µM), without a hit: at the top dose activation, actives largely listed as activators; note: potency is the fitted concentration of half-maximal effect; nearly all actives have a fitted effect of over 55% in size
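Purified hPK-M2 (>95% pure) converted ADP (0.1 mM final) to ATP with 0.5 mM PEP in 50 mM imidazole pH7.2, KCl, MgCl2, Tween 20, BSA; 1 h at room temperature. ATP detected by Kinase-Glo luminescence.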
* hit, by the source's call; i = inactive; ? = inconclusive; . = no result given; & = joins results of further samples; [ ] = another dose, or the depositor's remark. Unless noted, calls come from the whole dose curve; as a rule, active = well fitted curve in the direction sought with a large enough effect; inconclusive = small, poorly fitted or top-dose-only effect, or another doubt; inactive = no such curve, though single readings can be large; an effect the other way counts as inactive or inconclusive. Unless noted, % is set by controls: 0 for no effect and ±100 for the full control effect. Outcome played no part in choosing rows; overall some 2.4% were active at least once.

SMILES	Coupling enz	KCNH2 WT inh	GALK inh	KCNH2 3.1 inh	Chronic BCR inh	uPA generation	USP2a block	Eya2 phos inh	Giardia kill	B2AR arrestin	PKM2 act
CCOC(=O)c1ccc(NC(=S)N(CCCN2CCCC(C)C2)Cc2cccs2)cc1 (stereo not given)	2	-89*	10%	-80*	0%	-2%	1%	-7%	5	0.0%	4%
Cc1ccc(CN2CCSc3ccc(C(=O)NC4CCCC4)cc32)cc1	.	7	6%	-4	-7%	-3%	6%	2%	-21	0.2%	.
CCC(C)[C@H](NC(=O)N1CCn2c1nc1ccccc12)C(=O)NCCc1ccc(OC)c(OC)c1 (stereo not given in full)	2	6	4%	-4	?	?	-1%	0%	21	-0.8%	-1%[0.46 µM]
Cc1ccc(-n2nc(C)c3onc(C)c3c2=O)cc1	6	-2	8%	-15	0%	-4%	1%	2%	7	-0.2%	1%
CC1CCCN(C(=O)COc2ccc(-c3ccccc3)cc2)C1 (stereo not given)	0	i	-2%	-5	?	5%	7%	-6%	12	0.0%	-1%
O=[N+]([O-])c1ccc(N2CCN(c3ccc(O)cc3)CC2)cn1	-6	13	-1%	-3	5%	.	0%	-4%	?	0.1%	.
Cn1c(=O)c2ccccc2n(CC(=O)NC2CCCC2)c1=O	2	4	11%	19	-1%	-1%	0%	-8%	3	-0.3%	-1%
CCOC(=O)c1cnc2ccc(Br)cc2c1NCCO	-5	16	0%	14	.	11%	.	.	-12	.	-5%
O=C(Nc1ccc2c(c1)OCO2)c1cc(-c2ccccc2Cl)on1	-3	1	16%	6	?	-3%	-4%	1%	-3	2.6%	-3%
COc1cc2c(cc1OC)C(c1ccccc1)N(C(=O)c1ccccc1)CC2 (stereo not given)	0	6	-2%	10	2%	-20%	0%	-2%	-12	0.4%	-8%
O=C(O)c1ccc(Nc2cnc3ccccc3n2)cc1	4	6	2%	26	?	-11%	1%	-28%	-1	0.0%	-21%
O=C(/C=C/c1ccco1)Nc1cccc2cccnc12	-8	-6	0%	8	-12%	7%	-1%	-1%	3	-1.4%	-4%
COc1ccc(-c2csc3nc(C)n(-n4cccc4)c(=O)c23)cc1OC	5	3	0%	1	-1%	-22%	1%	3%	7	0.6%	6%
CCN(CC1CCCN(CCc2cccc(F)c2)C1)C(=O)c1ccc(CSC)o1 (stereo not given)	0	-49	3%	-84*	2%	-29%	1%	1%	-13	-0.1%	-9%
Cn1cc(C(=O)N2CCN(c3ccccc3)CC2)c(=O)c2cc(S(=O)(=O)N3CCOCC3)ccc21	.	-4	-4%	0	0%	-17%	2%	-5%	?	0.2%	.
CCOc1ccc2nc(NCCCNS(=O)(=O)c3ccc(C)cc3)c(C#N)cc2c1	-4	-4	0%	-32	?	.	2%	-8%	4	0.1%	10%
Cc1cc(N2O[C@]34C=C[C@]25C[C@@H](O)CC[C@]5(C)C3CC[C@]2(C)[C@@H]([C@H](C)/C=C/[C@H](C)C(C)C)CC[C@H]24)no1 (stereo not given in full)	.	3	.	-2	4%	4%	0%	2%	-16	2.2%	.
COC(=O)Cc1ccc(NC(=S)NCC(C)C)cc1	4	1	0%	7	?	-1%	2%	-3%	6	-0.7%	-1%
CCCCC(c1nnnn1CC1CCCO1)N1CCN(Cc2ccccc2)CC1 (stereo not given)	2	4	-5%	-12	6%	3%	5%	9%	0	-0.3%	1%
CC1(C)CC(=O)C2=C(C1)NC(SCC(N)=O)=C(C#N)C21CCCCC1	-2	7	3%	0	12%	6%	7%	2%	-7	-0.1%	-8%
CC(C)CC(NC(=O)C(NC(=O)OC(C)(C)C)C(C)C)C(=O)N1CCCC1C(N)=O (stereo not given)	1	8	2%	4	-1%	8%	-2%	5%	-9	-1.0%	3%
CC1CCCN(C(=S)SCC(=O)O)C1 (stereo not given)	9	-1	-4%	2	0%	-2%	1%	6%	-2	-0.6%	0%
CNC(=O)Nc1ccc(Cn2cc(C(F)(F)F)ccc2=O)cc1	0	-12	0%	7	-5%	2%	0%	-1%	2	-0.1%	-17%
CC(OC(=O)c1cc(S(=O)(=O)N(C)C)ccc1N1CCCC1)C(=O)NCc1ccccc1 (stereo not given)	.	4	-4%	2	0%	-4%	2%	-13%	19	-0.3%	2%
CC(C)NS(=O)(=O)c1ccc(OCC(=O)NCc2cccnc2)cc1	1	7	2%	3	6%	2%	0%	6%	-18	-0.1%	2%
CN(C(=O)CN1CCN(c2ccccc2F)CC1)C1CCCc2ccccc21 (stereo not given)	2	0	18%	-25	0%	1%	-2%	-1%	14	-0.8%	-4%
O=C(CSc1nc2ccccc2o1)c1ccc2c(c1)OCCO2	1	-4	-2%	-36	?	-1%	3%	-22%	2	-0.4%	3%
CC(=O)N1CCN(CCN2C(C)=CC(=C(C#N)C#N)C=C2C)CC1	-3	-15	0%	4	-4%	3%	2%	-1%	23	0.2%	5%
CC(C)Cn1c(N)c(C(=O)COC(=O)c2nccnc2N)c(=O)n(C)c1=O	.	3	.	0	4%	4%	2%	-1%	3	-0.2%	.
CC(C)CCNC(=O)c1csc2c1CCCCC2	-2	-2	1%	-3	?	9%	14%	1%	-20	0.3%	5%
CNC(=O)COc1ccc(Nc2nnc(C)c3ccccc23)cc1	3	-11	-3%	-5	-11%	-5%	-2%	10%	-2	-0.1%	2%
COc1ccc(C(C)=O)cc1COc1ccc(F)cc1	-5	.	-2%	16	?	-5%	-1%	-12%	-12	0.0%	0%
CCN(CC)CCn1c(NS(=O)(=O)c2ccc(Cl)cc2)nc2ccccc21	-3	-3	-4%	-20	-1%	-3%	4%	-1%	-3	0.4%	.
Cc1csc(-c2cccnc2)n1	4	0	.	-3	1%	-9%	0%	9%	-15	-0.6%	2%
CCOC(=O)Nc1sc(C(=O)N(C)C)c(C)c1C(=O)OCC	.	0	-3%	0	-29%	-6%	0%	0%	-8	3.6%	-10%
O=C(CN1C(=O)NC2(CCc3ccccc3C2)C1=O)Nc1ccc(Cl)cc1F (stereo not given)	3	0	1%	-18	-1%	1%	0%	3%	-11	-1.0%	11%
CCOc1ccccc1CNC(=O)CN1C(=O)CSc2ccc(S(=O)(=O)N3CCOCC3)cc21	.	2	-4%	0	1%&7%	2%	2%	-13%	-25	0.2%	.
CC(=O)Nc1ccc(S(=O)(=O)Nc2cccc(NC(=O)c3ccco3)c2)cc1	2	-1	15%	7	-3%	2%	1%	6%	6	-0.8%	20%
CC(=O)c1ccc(OCc2cc(C(=O)NC(C)Cc3ccccn3)no2)cc1 (stereo not given)	0	-9	0%	0	8%	-2%	1%	13%	16	0.5%	0%
CCOc1ccc(Oc2ccc(S(=O)(=O)N3CCOCC3)cc2NC(=O)C2=COCCO2)cc1	.	12	.	-2	7%	21%	1%	23%	-4	0.4%	.

Pulled by structure from the entries so far (five):
SMILES	Coupling enz	KCNH2 WT inh	GALK inh	KCNH2 3.1 inh	Chronic BCR inh	uPA generation	USP2a block	Eya2 phos inh	Giardia kill	B2AR arrestin	PKM2 act
Cc1csc(-c2cccnc2)n1	4	0	.	-3	1%	-9%	0%	9%	-15	-0.6%	2%
COc1ccc(C(C)=O)cc1COc1ccc(F)cc1	-5	.	-2%	16	?	-5%	-1%	-12%	-12	0.0%	0%
CCOc1ccccc1CNC(=O)CN1C(=O)CSc2ccc(S(=O)(=O)N3CCOCC3)cc21	.	2	-4%	0	1%&7%	2%	2%	-13%	-25	0.2%	.
CCOc1ccc(Oc2ccc(S(=O)(=O)N3CCOCC3)cc2NC(=O)C2=COCCO2)cc1	.	12	.	-2	7%	21%	1%	23%	-4	0.4%	.
CC(=O)c1ccc(OCc2cc(C(=O)NC(C)Cc3ccccn3)no2)cc1 (stereo not given)	0	-9	0%	0	8%	-2%	1%	13%	16	0.5%	0%

The list continues:
SMILES	Coupling enz	KCNH2 WT inh	GALK inh	KCNH2 3.1 inh	Chronic BCR inh	uPA generation	USP2a block	Eya2 phos inh	Giardia kill	B2AR arrestin	PKM2 act
Cc1cccc(NC(=O)CN(C)S(=O)(=O)c2cccc3nsnc23)c1C	2	2	0%	0	-13%	-3%	0%	3%	-7	0.5%	2%
CN(C)c1cc(NC(=O)CNC(C)(C)CC(C)(C)C)c2ccccc2n1	0	22	-2%	-19	6%	-3%	2%	1%	?	0.2%	-1%
CSc1cccc(NC(=O)CSc2ncccc2C(=O)Oc2cccc([N+](=O)[O-])c2)c1	0	-7	1%	-5	?	-4%	2%	15%	4	0.1%	1%
O=C(O)CC(Cc1ccc(Br)cc1)C(=O)O (stereo not given)	8	12	1%	10	5%	1%	3%	26%	-5	0.0%	-8%
O=C(COC(=O)c1ccc(S(=O)(=O)N2CCCC2)cc1)NCc1cccs1	-1	5	-1%	-14	11%	4%	2%	-1%	-27	0.1%	4%
